Assay outcomes as filed in PubChem.
bIAP inh: intestinal alkaline phosphatase (bovine) inhibition. AID 1019. purified bovine IAP, CDP-star luminescence, 30 min. inhibition, % at 20 µM. 190,000 tested, under 10 active;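 active = over 50% inhibition of intestinal alkaline phosphatase at 20 µM in the single-dose screen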
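test system = bovine IAP enzyme | medium = DEA buffer 100 mM, pH 9.8, with MgCl2 1.0 mM, ZnCl2 0.02 mM | detection = luminescence | dosing = single compound dose of 20 µM, 2% DMSO final | incubation = 30 min reaction at room temperature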
PPARg SRC2 recr: PPARgamma-driven SRC-2 recruitment agonism. actives 0.34% (n = 200,000). activation, % at 8 µM. P37231. AID 1032. PPARgamma LBD-SRC-2 recruitment, biochemical; in the data active = activation above about 22%;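 note: 0% = vehicle and 100% = reference agonist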
Target sequence (P37231 whole entry, looked up, the tested form may be a part): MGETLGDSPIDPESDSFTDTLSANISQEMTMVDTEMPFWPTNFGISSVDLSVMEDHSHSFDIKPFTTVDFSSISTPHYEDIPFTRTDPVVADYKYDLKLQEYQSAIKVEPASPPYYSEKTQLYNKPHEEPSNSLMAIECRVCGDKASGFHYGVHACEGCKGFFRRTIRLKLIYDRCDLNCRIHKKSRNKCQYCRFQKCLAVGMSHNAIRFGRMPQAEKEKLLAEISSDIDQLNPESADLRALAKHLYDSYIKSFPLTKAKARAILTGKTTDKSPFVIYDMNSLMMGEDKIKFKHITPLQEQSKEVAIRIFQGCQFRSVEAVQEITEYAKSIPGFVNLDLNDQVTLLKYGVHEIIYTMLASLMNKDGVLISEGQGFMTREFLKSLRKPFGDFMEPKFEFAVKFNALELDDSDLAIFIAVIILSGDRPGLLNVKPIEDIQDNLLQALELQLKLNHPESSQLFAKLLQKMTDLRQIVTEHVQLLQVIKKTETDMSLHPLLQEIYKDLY
ROMK primary: modulates human ROMK potassium channel activity | P48048 | Tet-inducible ROMK, thallium flux fluorescence; actives lie on both sides | B-score at 10 µM | actives 2% (n = 130,000) | AID 1918;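 active = signal ratio slope over the read window, or its plate-corrected B-score, at least 3 SD from the plate mean, either direction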;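 note: B-score of the F/F0 ratio slope over 7 to 12 s after thallium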
Redox H2O2 prof: compounds producing H2O2 with reducing agent – biochemical, NIH compound library profiling, artefact control for MLSCN library redox annotation, primary screen; DTT-dependent redox cycling H2O2, phenol red/HRP absorbance; 100% = 100 µM peroxide control, 0% = buffer; activation, % at 10 µM; actives 0.03% (n = 200,000);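 active = activation of at least 50% relative to the plate's high and low controls in the primary single-dose screen; inactive = activation below 50%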;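 note: compound incubated with DTT at 0.8 mM final as the reducing agent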
S1P3 antag: blocks the human S1P3 receptor. CHO S1P3 NFAT-BLA reporter, FRET fluorescence, antagonist mode. inhibition, % at 4.98 µM. actives 0.27% (n = 170,000). AID 485;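 active = inhibition above the plate cutoff, the mean inhibition of test wells on that plate plus 3 SD, cut at about 28% in these data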;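 note: cells challenged with S1P at its EC80 of 0.8 µM; blue over green emission ratio from cleaved BLA substrate after 4 h stimulation; 0% = S1P-stimulated wells and 100% = unstimulated DMSO-only wells; some compounds past the cut are filed as inactive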
Target sequence (Q99500 whole entry, looked up): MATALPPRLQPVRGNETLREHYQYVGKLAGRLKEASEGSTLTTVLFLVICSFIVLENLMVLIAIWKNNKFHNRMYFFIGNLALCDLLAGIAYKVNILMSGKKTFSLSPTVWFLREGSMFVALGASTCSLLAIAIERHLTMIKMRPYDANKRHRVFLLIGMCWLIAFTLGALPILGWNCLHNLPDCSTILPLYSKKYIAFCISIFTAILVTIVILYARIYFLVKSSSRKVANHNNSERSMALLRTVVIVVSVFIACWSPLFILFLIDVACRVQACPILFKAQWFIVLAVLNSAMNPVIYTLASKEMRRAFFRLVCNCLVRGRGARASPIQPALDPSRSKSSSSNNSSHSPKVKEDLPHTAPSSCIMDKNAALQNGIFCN
HMGR II inh: E. faecalis class II HMG-CoA reductase inhibition; purified E. faecalis HMGR, NADPH absorbance 340 nm kinetic; inhibition, % at 10 µM; actives 0.41% (n = 190,000);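 active = inhibition above a set limit, the median over all tested compounds plus 3 SD, cut at about 9.5% in these data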;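 note: enzyme runs in reverse so mevalonate oxidation gives rising NADPH absorbance; 0% = complete reaction with DMSO and 100% = background rate lacking mevalonate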
SRC2 TRFRET art: counter-screen for PPARgamma SRC-2 recruitment agonists: TR-FRET artefact; TR-FRET ratio at 8 µM; active compounds read high; actives 0.4% (n = 200,000); in the data active = TR-FRET ratio above about 2000; note: inactives centre near 1500
Lmaj promast: reduces viability of Leishmania major promastigotes | resazurin fluorescence viability | inhibition, % at 10 µM | actives 9% (n = 200,000); in the data active = inhibition above about 50%;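 note: promastigotes grown with compound for 44 hours at 28 °C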
RAM network inh: blocks the yeast RAM network; S. cerevisiae dse1pr::URA3 reporter, 5-FOA growth OD615, 2 d; analog-sensitive cbk1-as2 kinase mutant strain; inhibition, % at 50 µM; actives 1.8% (n = 190,000); AID 868;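 active = inhibition above a set limit, 3 SD over mean compound inhibition, cut at about 8.4% in these data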;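 note: 0% = DMSO-only wells with no growth and 100% = 10 µM 1-NA-PP1 full growth; inhibition rescues growth on 5-FOA so higher OD means more RAM inhibition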
PPARg SRC1 recr: promotes SRC-1 coactivator recruitment by human PPARgamma | P37231 | PPARgamma-SRC-1 coactivator recruitment biochemical assay | activation, % at 8 µM | actives 0.41% (n = 200,000) | AID 631; in the data active = activation above about 19%;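 note: 0% = DMSO and 100% = reference agonist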
PPARg SRC-3 ag: promotes SRC-3 coactivator recruitment by human PPARgamma. P37231. biochemical PPARgamma/SRC-3 coactivator recruitment assay. activation, % at 8 µM. actives 0.26% (n = 200,000). AID 731; in the data active = activation above about 23%;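 note: 0% = DMSO and 100% = reference agonist; some compounds past the cut are filed as inactive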
An asterisk follows results filed as active; / = not tested or not shown.

SMILES	bIAP inh	PPARg SRC2 recr	ROMK primary	Redox H2O2 prof	S1P3 antag	HMGR II inh	SRC2 TRFRET art	Lmaj promast	RAM network inh	PPARg SRC1 recr	PPARg SRC-3 ag
Cc1cc(C)nc(SCC(=O)Nc2ncc(C(F)(F)F)cc2Cl)n1	14.9	1.0	/	0.1	-0.6	-6.6	1455	-2.0	2.2	3.5	-0.2
Cc1ccnc(NC(c2cccnc2)c2ccc3cccnc3c2O)c1 (stereo not drawn)	-26.9	1.9	-0.948	-1.0	2.5	0.0	1574	97.6*	-0.1	7.1	1.4
COC(=O)CSc1nc(SCc2ccc(C)cc2)nc2c1CCCC2	2.7	14.4	/	0.1	/	-2.0	1718	-7.8	0.8	-2.9	8.6
N#CC1=C(N)OC2=C(CCC/C2=C/c2ccoc2)C1c1ccoc1 (stereo not drawn)	6.9	17.9	/	2.5	-27.6	-1.7	1567	0.1	-0.1	15.2	30.9*
CCn1c(C)nc2cc(S(=O)(=O)C(F)(F)F)ccc21	1.5	-5.6	/	0.7	/	-13.3	1468	0.9	0.2	-3.6	-9.5
Cc1ccc(C(=O)N2CC(=O)Nc3ccc(F)cc3C2c2ccc(F)cc2)cc1[N+](=O)[O-] (stereo not drawn)	18.6	6.9	/	0.1	-5.3	-8.2	1607	10.5	1.0	3.1	-2.3
COC(=O)c1ccc(NC(=O)CN2C(=O)C3C4C=CC(C4)C3C2=O)cc1 (stereo not drawn)	6.7	-2.1	0.715	0.3	/	-0.3	1458	4.9	-0.2	-3.8	-1.4
COc1cc(Br)cc(CNc2ccc(F)c([N+](=O)[O-])c2)c1O	1.1	5.5	-0.837	-0.5	-2.6	0.2	1702	5.0	8.9*	0.8	2.1
O=C(CCC1N=C2c3ccccc3N=C(SCC(=O)NCc3ccco3)N2C1=O)NCc1ccco1 (stereo not drawn)	-8.8	-0.1	0.111	-0.2	2.2	7.9	1593	-1.9	2.0	11.3	0.7
CCOc1ccc(/C=N/OCC(=O)NCc2ccco2)cc1	-8.2	3.5	-0.00514	0.2	0.2	-4.5	1536	-2.8	0.9	2.7	1.1
CC(C)(C)CC(C)(C)Nc1c(-c2ccc(O)cc2)nc2cnccn12	/	8.6	-1.11	1.6	/	/	1481	21.8	/	1.4	1.4
Cc1cc(C)n2c(Br)c(CSc3nc4ccccc4o3)nc2n1	2.2	-7.4	/	0.2	-0.1	-3.7	1511	9.7	0.0	-3.9	-3.6
CCCCNC(=O)CCSc1ccc(C)cc1	27.2	-7.6	/	-0.3	-29.2	-4.9	1481	-4.8	-1.1	-11.2	-3.5
CCOC(=O)c1nnn(-c2nonc2-c2ccccc2)c1C	12.1	-7.0	/	0.0	19.4	-1.8	1810	-2.5	0.1	-0.5	2.5
COc1ccc(/C=N/NC(=O)CCn2cnc(-c3ccccc3)c2-c2ccccc2)cc1OC	-23.7	11.3	/	-0.4	2.7	-4.3	1542	11.0	0.8	5.1	0.3
Oc1cccc(C(=S)N2CCCCC2)c1	-4.6	1.0	0.935	0.0	-5.9	-2.3	1640	3.4	2.2	2.2	6.3
COc1cc(SC)ccc1C(=O)NC1CCCCC1	16.5	-0.4	/	-3.3	-29.1	-0.1	1559	-2.7	0.7	5.6	1.9
COc1ccc(C(=O)Cn2nnc(-c3ccc(N4CCOCC4)cc3)n2)cc1OC	-2.8	1.9	/	0.1	-15.9	-4.2	1569	-3.7	5.8	0.9	7.1
CC(NC(=O)COC(=O)Cc1ccsc1)C1CC2CCC1C2 (stereo not drawn)	11.1	2.5	/	0.5	/	-3.9	1372	-3.6	2.8	-7.7	-3.9
Cc1[nH]c(=O)c(C#N)c2c1COC(C)(C)C2	-9.5	-4.6	0.33	-0.6	-8.8	-10.9	1567	5.7	1.4	-8.9	-3.6
CCOC(=O)C1CCCN(C(=O)c2ccc(CS(=O)(=O)c3ccc(Br)cc3)o2)C1 (stereo not drawn)	-5.0	3.7	/	-0.3	-24.6	2.4	1368	-4.6	2.9	-9.7	5.5
CCCC(=O)N(Cc1cc2cccc(C)c2[nH]c1=O)c1ccccc1OC	-3.3	10.5	/	1.6	-1.3	-4.2	1518	7.4	0.1	5.5	6.5
CC(C)C(=O)Nc1ccc(C(=O)Nc2ccc(Br)cc2F)cc1	5.8	5.2	0.0372	0.1	0.8	0.6	1532	-9.5	4.6	6.5	0.2
CC(NC(=O)Nc1ccccc1O)(C(F)(F)F)C(F)(F)F	1.9	1.2	/	0.5	-25.8	1.5	1500	6.5	0.2	-1.0	-2.3
CCOC(=O)/C(=C/c1ccc(OC(=O)c2ccncc2)cc1)C(C)=O	-9.8	4.0	-1.26	-0.8	-3.3	-1.6	1557	19.2	0.6	16.0	3.7

Look-ups from above:
SRC2 TRFRET art, COC(=O)CSc1nc(SCc2ccc(C)cc2)nc2c1CCCC2 → 1718
S1P3 antag, Oc1cccc(C(=S)N2CCCCC2)c1 → -5.9

Other structures follow:
SMILES	bIAP inh	PPARg SRC2 recr	ROMK primary	Redox H2O2 prof	S1P3 antag	HMGR II inh	SRC2 TRFRET art	Lmaj promast	RAM network inh	PPARg SRC1 recr	PPARg SRC-3 ag
Cc1[nH]n(-c2ccc([N+](=O)[O-])cc2)c(=O)c1C=NCCN1CCN(C(=O)c2ccccc2)CC1	2.7	15.6	0.222	-0.1	/	-3.8	1489	-5.4	2.5	5.9	-0.6
CCCN(CCC)c1ncnc2c1cnn2-c1ccc(OC)cc1	3.9	1.0	/	2.3	15.4	0.6	1492	8.2	-0.8	4.8	-2.2
CCOC(=O)Cc1csc(NC(=O)CSc2ncnc3c2cnn3-c2ccc(OC)cc2)n1	0.9	3.1	/	2.7	-14.5	-4.7	1583	-5.0	2.9	6.0	5.4
CCCCNc1nc2c(S(=O)(=O)c3ccccc3)nnn2c2ccccc12	-2.6	1.9	0.766	-1.5	-14.8	-0.8	1715	-8.0	6.3	5.0	2.1
COc1ccc(C2CC(=O)C3=C(C2)NC(C)=C(C(=O)Nc2ccccc2C)C3c2coc3ccc(C)cc3c2=O)cc1OC (stereo not drawn)	-3.9	12.2	/	-0.2	/	-4.8	1601	0.6	3.6	1.0	-8.3
Cc1cc(C)n(C(=O)c2ccc(C)o2)n1	-5.6	1.3	0.186	0.1	/	-2.0	1645	-1.2	-1.2	4.3	1.9
O=C(CSc1nnc(-c2ccccc2)o1)NC1CCCCC1	11.8	4.0	/	1.7	-3.3	-3.8	1554	0.3	0.0	4.2	2.5
CC(=O)Oc1ccc(Nc2ccccc2)cc1	8.5	6.6	0.0132	0.0	8.6	-3.8	1569	-11.4	1.2	3.2	2.5
Cc1ccc(Cl)cc1N1CCN(C(=O)Cc2ccc(-n3c(=O)[nH]c4ccsc4c3=O)cc2)CC1	12.9	7.2	/	0.6	-18.2	-6.2	1589	56.7*	6.9	-0.1	-2.7
CCCCOc1ccc(C(C)NC(=O)CCS(=O)(=O)Cc2ccc(C)cc2)cc1 (stereo not drawn)	15.3	-7.5	/	0.7	-15.9	0.4	1303	6.0	2.7	-2.9	0.0
CCCCCCCCCCCC(=O)NC(C(=O)O)C(O)c1ccccc1 (stereo not drawn)	6.9	0.6	1.12	-0.8	1.0	-0.3	1537	8.4	1.0	-1.6	-1.1
O=[N+]([O-])c1cc(C(F)(F)F)ccc1N1CCC(O)CC1	-1.4	4.9	-0.00692	1.1	5.7	-2.3	1736	2.1	0.4	10.4	4.1
Cc1cccc(N2CCN(CC(=O)NCC3CCCCC3)CC2)c1C	-4.6	1.2	-1.46	1.1	24.0	-3.2	1572	16.2	1.7	2.3	1.6
CCOc1ccccc1NC(=S)N1CCN(c2nc(-c3ccc(F)cc3)cs2)CC1	4.3	10.8	-0.745	-0.1	-2.3	2.1	2063*	90.0*	4.4	5.5	13.6
Cc1ccc(SCC(=O)NCc2ccncc2)cc1	-36.8	0.4	/	0.0	-9.2	-6.2	1512	-5.6	1.9	-0.4	-5.2
O=C(CN1CCOCC1)NCc1ccccc1	3.2	7.4	/	-0.2	9.4	-3.9	1736	-3.0	2.0	-6.5	-4.8
CNC(=S)N=Nc1c(O)[nH]c2ccc(C(C)C)cc12	1.6	-1.5	/	-0.1	5.4	1.1	1496	4.6	2.4	6.2	5.6
CCn1cc(C(=O)NC2CCCCC2C)c(=O)c2ccc(C)nc21 (stereo not drawn)	4.1	1.9	-2.3	0.3	-31.9	-4.3	1588	39.1	-0.4	5.5	5.0
CN(C)c1cccc(C(=O)NCC2CCCO2)c1 (stereo not drawn)	14.6	-1.4	0.844	2.7	-9.1	-2.9	1482	-2.8	2.7	-3.1	-11.0
COc1ccc(OC)c(NC(=O)c2c3c(nc4ccccc24)CCC3)c1	-4.0	-3.1	/	2.1	/	-3.2	1595	5.6	-0.3	4.8	-0.8
COC(=O)CSc1nnc(SCc2ccc(OC)cc2)s1	-1.6	6.9	/	0.9	-8.6	-4.5	1714	-3.3	0.8	3.9	12.2
CCOC(=O)C1=C(N)Oc2cc(O)ccc2C1c1cccnc1 (stereo not drawn)	10.5	-2.3	-1.49	0.0	-13.1	-2.4	1555	92.5*	0.8	-1.7	-5.0
CCOc1ccc2nc(NC(=O)c3cc([N+](=O)[O-])ccc3N3CCOCC3)sc2c1	4.0	-3.5	-0.0065	0.0	-10.2	1.6	1389	96.0*	4.0	2.4	0.2
CCN(CC)S(=O)(=O)c1ccc(-c2nnc(SCc3nnc(-c4ccc(C)cc4)o3)n2CC)cc1	7.5	0.5	-2.31	0.1	/	-1.4	1525	27.8	0.4	-1.8	4.0
C=CCn1c(SC(C)C(=O)NCCC2=CCCCC2)nc2ccccc2c1=O (stereo not drawn)	6.3	0.7	-1.04	0.3	/	-1.9	1471	5.3	7.6	5.4	-0.3
Next section.
SMILES	bIAP inh	PPARg SRC2 recr	ROMK primary	Redox H2O2 prof	S1P3 antag	HMGR II inh	SRC2 TRFRET art	Lmaj promast	RAM network inh	PPARg SRC1 recr	PPARg SRC-3 ag
CC(C)CCSc1nc2c(c(=O)[nH]c(=O)n2C)n1CCCc1ccccc1	5.9	2.1	/	-0.2	-16.6	-0.2	1531	13.2	4.7	6.7	10.7
COC(=O)c1ccc(CSc2nnc(C)s2)cc1	1.5	-6.3	/	1.5	/	-2.3	1516	-7.5	0.3	-4.5	-2.9
COC(=O)C1=C(C)N(c2ccc(Br)cc2)C(=O)/C1=C\c1ccco1	-0.1	4.0	/	-0.7	-15.1	-2.0	1597	24.7	3.0	11.5	0.9
Cc1cnc(C(=O)Nc2nnc(C)s2)cn1	-18.1	-2.7	/	-0.4	21.7	3.4	1488	-7.0	0.5	5.6	-7.9
Cn1c(=S)ccc2ccccc21	3.5	1.8	0.398	0.3	-8.6	0.1	1724	-0.2	0.8	7.4	6.7
Cc1cc2nc(C(F)(F)F)cc(-c3cccs3)n2n1	-3.9	0.9	0.33	-1.7	-5.1	-2.0	1671	2.4	1.6	-1.1	-0.1

Compounds as they come. About 13% of those tested had a hit in this group.
